M5 PAM = CHRM5 positive allosteric modulation; CHO-K1 hM5, Fluo-8 calcium, ACh EC20 PAM; 0% = ACh EC20, 100% = ACh EC100; activation, % at 3 µM; 360,000 tested, 0.3% active; AID 624038;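 active = activation above the run cutoff, the mean activation of all test compounds plus 3 SD, cut at about 18% in these data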
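System: CHO-K1 hM5 cells. Reagent: acetylcholine, EC20 level. Compound dosing: single dose, 3 µM nominal final test concentration. Timing: Post-acetylcholine fluorescence recording 140 s. Detection: Fluo-8 calcium fluorescence. Read-out: % activation, ACh-normalized. Benchmarks: ACh EC20 and EC100 wells. Repeats: singlicate, one well per test compound.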
CHRM4 antagonist = antagonists of human muscarinic M4 receptor (CHRM4). AID 624125. P08173. inhibition, % at 3 µM. 360,000 tested, 0.73% active. CHO-hM4 cells, ACh EC80, Fluo-8 calcium fluorescence;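 active = inhibition above its plate's cutoff, the mean inhibition of sample wells plus 3 SD, cut at about 27% in these data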;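 note: 0% = acetylcholine EC80 with DMSO and 100% = DMSO without agonist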
Target sequence (P08173 whole entry, looked up): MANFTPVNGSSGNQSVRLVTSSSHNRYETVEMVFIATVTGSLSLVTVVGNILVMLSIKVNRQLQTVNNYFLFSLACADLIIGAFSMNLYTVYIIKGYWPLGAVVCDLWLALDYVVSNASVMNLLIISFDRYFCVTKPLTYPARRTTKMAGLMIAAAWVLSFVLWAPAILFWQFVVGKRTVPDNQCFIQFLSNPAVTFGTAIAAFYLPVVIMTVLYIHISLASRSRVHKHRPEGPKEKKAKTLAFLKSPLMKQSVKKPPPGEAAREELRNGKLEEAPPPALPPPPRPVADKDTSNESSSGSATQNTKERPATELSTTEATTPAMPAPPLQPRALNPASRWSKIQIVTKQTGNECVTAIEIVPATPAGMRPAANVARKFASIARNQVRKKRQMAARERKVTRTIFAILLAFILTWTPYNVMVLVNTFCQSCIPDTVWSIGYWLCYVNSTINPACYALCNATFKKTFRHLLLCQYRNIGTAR
TAAR1 agonist = human TAAR1 agonism; AID 624467; Q96RJ0; 360,000 tested, 0.99% active; activation, % at 3 µM; CHO RD-HGA16 TAAR1, Fluo-8 calcium fluorescence; vehicle wells 0%, saturating PEA agonist 100%;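 active = activation above the mean activation of all test compounds in the run plus 3 SD, cut at about 38% in these data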
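Signal – calcium-sensitive Fluo-8 signal, excitation 470-495, emission 515-575 nm · System – RD-HGA16 (CHO) cells co-expressing Gα16 and hTAAR1 · Incubation – 17-24 h seeding, 75 min 37 °C dye, 30 min RT · Compound dosing – 3 µM single concentration · Repeats – no replicates (n 1)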
CHRM4 agonist = CHRM4 agonism in calcium assay | AID 624127 | 360,000 tested, 0.14% active | activation, % at 3 µM | P08173 | CHO-K1 hM4/Gqi5, Fluo-8 calcium fluorescence; vehicle 0%, full acetylcholine response 100%;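 active = activation above the run mean over all test wells plus 3 SD, cut at about 32% in these data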;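 note: peak over basal fluorescence ratio per well then scaled between controls; 0% = DMSO wells and 100% = acetylcholine at EC100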
CHRM1 antagonist = human CHRM1 antagonism. AID 588852. 360,000 tested, 1.3% active. P11229. CHO-K1 hM1, Fluo-8 calcium fluorescence, ACh EC80 antagonist. inhibition, % at 3 µM;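 active = percent inhibition above its own plate's cutoff, namely the mean of that plate's compound wells plus 3 SD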;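 note: peak over basal fluorescence ratio during 140 s after agonist addition; 0% = ACh EC80 plus DMSO and 100% = DMSO alone without agonist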
Target sequence (P11229 whole entry, looked up): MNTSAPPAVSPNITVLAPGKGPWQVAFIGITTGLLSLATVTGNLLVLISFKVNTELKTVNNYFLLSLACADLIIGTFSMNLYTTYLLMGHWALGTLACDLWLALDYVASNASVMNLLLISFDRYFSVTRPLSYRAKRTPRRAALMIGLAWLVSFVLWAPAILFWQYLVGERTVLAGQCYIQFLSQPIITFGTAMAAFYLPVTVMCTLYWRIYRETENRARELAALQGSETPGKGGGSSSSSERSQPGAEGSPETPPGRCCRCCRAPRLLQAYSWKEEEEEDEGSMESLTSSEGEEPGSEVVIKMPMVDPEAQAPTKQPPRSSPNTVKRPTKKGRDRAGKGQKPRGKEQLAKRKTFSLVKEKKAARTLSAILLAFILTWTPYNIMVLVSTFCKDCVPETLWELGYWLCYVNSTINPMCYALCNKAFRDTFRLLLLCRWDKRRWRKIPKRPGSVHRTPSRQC
CHRM5 antagonist = antagonists of human muscarinic M5 receptor (CHRM5) | P08912 | CHO-hM5 cells, Fluo-8 calcium fluorescence, ACh EC80 | inhibition, % at 3 µM | 360,000 tested, 0.59% active | AID 624040;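 active = inhibition above a per-plate cutoff, the mean of that plate's test compounds plus 3 SD, cut at about 27% in these data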;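 note: 0% = acetylcholine EC80 with DMSO and 100% = DMSO without agonist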
CHRM1 agonist = human M1 muscarinic receptor agonism; CHO-K1 hM1, Fluo-8 calcium fluorescence, agonist mode; 0% DMSO, 100% acetylcholine EC100; activation, % at 3 µM; 360,000 tested, 0.33% active;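 active = activation above the run's mean compound activation plus 3 SD, cut at about 16% in these data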;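 note: peak over basal fluorescence ratio within a 140 s kinetic read after compound addition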
CHRM5 agonist = CHRM5 agonism in calcium assay; 360,000 tested, 0.19% active; AID 624037; CHO-K1 hM5 cells, Fluo-8 calcium fluorescence; 0% DMSO wells, 100% maximal acetylcholine response; activation, % at 3 µM;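 active = activation above the run's mean over test compounds plus 3 SD, cut at about 23% in these data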;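 note: signal is peak over basal fluorescence ratio across the kinetic read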
CHRM1 PAM = potentiates human M1 receptor response to acetylcholine | CHO-K1 hM1, Fluo-8 calcium fluorescence, ACh EC20; 0% = ACh EC20, 100% = maximal ACh | activation, % at 3 µM | 360,000 tested, 0.088% active | AID 588819; in the data active = activation above about 19%, passing the limit was not always enough
* = called active by the depositor; · = no result given. Some of the compounds tested (hit frequency here may not be typical).

SMILES	M5 PAM	CHRM4 antagonist	TAAR1 agonist	CHRM4 agonist	CHRM1 antagonist	CHRM5 antagonist	CHRM1 agonist	CHRM5 agonist	CHRM1 PAM
CCn1c(COc2c(C)cccc2C)nnc1SCc1nc2ccccc2c(=O)[nH]1	0	4	10	5	-6	8	-5	-1	7
COC(=O)c1ccc(Cl)c(NC(=O)CN2CCOCC2)c1	-3	1	5	1	-14	-1	-2	1	7
CCCc1cc(=O)oc2cc(OCC(=O)NCC3CCC(C(=O)O)CC3)ccc12 (centres undefined)	-3	9	2	0	-2	7	-3	2	-2
Nc1nc(Nc2ccccc2F)nc(N2CCOCC2)c1[N+](=O)[O-]	-4	-14	2	3	-7	6	-4	-1	9
CCC/C(=N/NC(=O)c1cccc(Cl)c1)c1ccccc1	-1	-3	-1	1	-5	-2	-9	-2	8
O=C(O)C(CCc1ccccn1)c1ccccc1 (centres undefined)	19*	-1	2	0	-10	2	-1	5	6
CN(C(=O)COC(=O)c1cccnc1Cl)C1CCCCC1	-3	-1	3	2	-3	-5	-2	6	-1
Cc1ccc(N2C(S)=C(C#N)C(=O)NC2c2cccs2)cc1 (centres undefined)	-1	0	-1	1	-10	-3	-6	-1	13
COc1ccc(CN2C(=NC(=O)c3ccccc3)SC3CS(=O)(=O)CC32)cc1 (centres undefined)	4	2	2	1	-4	5	4	-4	14
C=C(c1ccccc1)c1ccc(N(C)C)cc1	-2	2	3	-1	-4	1	-5	-1	3
Cc1nn2cc(-c3ccc(Cl)cc3)cnc2c1Cl	6	-3	1	0	-3	2	-4	0	6
CC(C)CC1C(=O)N(Cc2cn(Cc3ccco3)nn2)CCS(=O)(=O)N1Cc1ccc(-c2cccc(N(C)C)c2)cc1 (centres undefined)	3	-2	7	2	3	5	-2	0	-2
O=C(Cc1n[nH]c(=O)[nH]c1=O)N/N=C/c1ccccc1	-2	3	66*	1	10	2	-3	0	-2
COCCCNC1=C(C#N)C(=O)NC(c2cccs2)S1 (centres undefined)	-3	-5	0	0	8	-3	-1	0	-2
CC(C)OCC(O)CN1CCN(CCN2C(=O)c3cccc4cccc(c34)C2=O)CC1 (centres undefined)	-1	4	1	1	-3	8	-5	-5	5
CCC[N+](CC#CCO)(CC#Cc1ccccc1)CCC	1	-5	2	0	-18	0	-6	-1	12
O=C1/C(=C\Nc2ccc(OC(F)(F)F)cc2)CCN1c1ncccn1	8	4	3	1	-7	5	-2	0	8
O=[N+]([O-])c1cccc(/C=C2\CCc3cnn(C4CCS(=O)(=O)C4)c32)c1 (centres undefined)	-4	1	7	0	5	5	0	1	-1
COc1ccc(C(=O)NCCCN2CCCC2=O)cc1	-3	-3	12	0	-8	13	-3	0	6
O=C(NNS(=O)(=O)c1ccccc1F)c1sccc1-n1cccc1	0	-10	3	0	5	3	0	-4	-7
CCOC(=O)N1CCN(C(=O)CSCC(=O)Nc2nc(-c3ccc4c(c3)OCO4)cs2)CC1	-10	9	·	3	9	4	-2	5	-6
O=S(=O)(/C=C/c1ccccc1)Oc1ccccc1	-7	7	13	0	-9	-4	-12	-5	-1
CCN(CC)CCCN(C(C)=O)c1nc(-c2cc(OC)ccc2OC)cs1	4	12	16	1	-7	-3	-6	-6	13
O=C(NC(=S)Nn1cnnc1)c1ccccc1Br	3	10	1	0	16	0	-3	3	-5
Cc1cccc(C(=O)Nc2ccc(C(=O)Nc3ccc(O)cc3)cc2)c1	-9	7	8	8	11	14	-2	-3	-1
SMILES	M5 PAM	CHRM4 antagonist	TAAR1 agonist	CHRM4 agonist	CHRM1 antagonist	CHRM5 antagonist	CHRM1 agonist	CHRM5 agonist	CHRM1 PAM
O=C(NCCC(=O)N(Cc1ccco1)Cc1cccs1)c1ccc([N+](=O)[O-])cc1	-10	-5	2	3	-3	-2	-5	-5	3
Cc1ccc(C(=O)N2CCCCC2)cc1S(=O)(=O)N1CCOCC1	8	8	1	0	12	-5	-2	-2	3
O=C(CC1C(=O)NCCN1Cc1c(F)cccc1Cl)NCCc1ccccn1 (centres undefined)	-1	-3	3	1	-2	5	-10	-3	7
CC1(OC(=O)C2CCCC2)C(=O)C=C2C=C(c3ccsc3)OC=C2C1=O (centres undefined)	17	8	5	5	3	-13	-2	9	1
CC(C)Oc1ccc(F)cc1-c1cc(C(=O)N2CCc3ccccc3C2)[nH]n1	-14	3	-1	11	-1	13	-4	-2	-8
COc1ccc(NC(=O)CCOc2ccccc2)cc1	-3	12	2	1	-35	-4	-3	-4	0
COc1ccccc1C(=O)N1[C@@H](C(C)C)COc2cc(Br)ccc2S1(=O)=O	3	-1	0	1	7	-8	-8	2	-10
CC(C)(C)NC(=O)C(c1ccncc1)n1c(=O)c(-c2ccco2)nc2ccccc21 (centres undefined)	3	-1	0	1	·	2	·	-1	·
COc1ccc(C(CNC(=O)CCNS(=O)(=O)c2ccc(C)cc2)N2CCOCC2)cc1 (centres undefined)	1	2	1	1	-1	2	-3	-1	4
CCSC(=O)N1c2ccc(OC)cc2C=CC1C#N (centres undefined)	-11	9	-1	1	-11	3	-4	-3	5
Nn1cnnc1SCC(=O)Nc1ccc2c(c1)OCCO2	-1	2	0	0	-23	-3	-1	4	8
CC1(NC(=O)c2cccc(S(=O)(=O)N3CCN(c4ccccc4)CC3)c2)CCS(=O)(=O)C1 (centres undefined)	1	-15	0	2	-1	3	-4	0	2
CC(=O)Nc1ccc(NC(=O)[C@@H](NC(=O)c2ccccc2F)C(C)C)cc1	8	9	4	2	-1	-9	-5	-1	2
O=C1C=C(NCc2ccc(Cl)c(Cl)c2)C2(CCCCC2)O1	-8	-8	22	10	-22	11	3	-3	-6
COc1cccc(C(O)c2ncc(-c3ccccc3Cl)[nH]2)c1 (centres undefined)	-5	3	3	4	-16	0	-3	0	5
CC1(C(=O)Nc2ccccc2)CCN1C(=O)Cc1ccc(-c2ccccc2)cc1 (centres undefined)	-10	-3	1	10	7	14	3	5	-3
CCc1nc2ccc(C(=O)NCc3ccco3)cc2nc1CC	2	0	0	2	-12	2	-4	-3	8
C#CCOCCOCCOCCNc1nc(N2CCN(C(=O)Cn3cc(CCCCN)nn3)CC2)nc(N2CCN(C(=O)[C@H]([C@@H](C)CC)n3cc(CCCCN)nn3)CC2)n1	-2	-9	1	0	-1	8	-8	0	-2
Nc1nnc(SCC(=O)Nc2nccs2)s1	5	1	-2	1	-7	-12	-4	-1	8
CN(C)/C=N/C(=S)Nc1ccc(Cl)c(Cl)c1	-14	-8	12	9	2	2	1	3	3
Cc1cccc(-n2ncc3c(NCc4cccnc4)ncnc32)c1	-3	2	1	4	5	5	-3	1	-2
COc1ccccc1Nc1nnc(SCC(=O)N2CCCC2=O)s1	3	-6	3	3	-17	-8	-5	-1	12
O=C(CCCCl)NC1=NN(c2ccccc2)C(=O)C1	5	-12	3	1	-19	-2	-1	-4	5
Cc1cc(C)c(-c2c(O)c3ccccc3n(C)c2=O)c(C)c1	4	5	1	0	-10	-4	1	3	21
C=CCNC(=O)C1CC(=O)N(c2ccc(OCC(=O)Nc3ccccc3)cc2)C1 (centres undefined)	-12	7	8	1	0	7	-3	3	1
SMILES	M5 PAM	CHRM4 antagonist	TAAR1 agonist	CHRM4 agonist	CHRM1 antagonist	CHRM5 antagonist	CHRM1 agonist	CHRM5 agonist	CHRM1 PAM
Cc1cccc(C)c1OCCCCN1CCCCC1	6	-10	6	0	-20	-25	-7	-14	21
C=CCn1c(N)c(C(=O)NCC2CCCO2)c2nc3ccccc3nc21 (centres undefined)	-9	12	17	15	16	14	-3	3	-10
O=C(N=C1SC2CS(=O)(=O)CC2N1Cc1ccccc1)C1CC1 (centres undefined)	3	4	1	0	15	0	-2	1	-7
Cc1cc(S(=O)(=O)NC2CCCCC2)ccc1OCC(=O)N1CCOCC1	-5	8	·	1	5	9	-3	1	0
O=C(NCC(=O)N1CCCC(C(F)(F)F)C1)c1ccccc1F (centres undefined)	12	3	1	0	1	-4	-3	2	1
N#Cc1ccc(OCC(=O)OCC(=O)c2ccc[nH]2)cc1	2	9	3	1	0	-3	-2	-1	2
Cc1cc(N2C(=O)C(O)=C(C(=O)c3ccco3)C2c2ccccc2F)no1 (centres undefined)	2	-2	-1	-1	-1	12	4	-4	18
CCOC(=O)c1nn(-c2ccc(F)cc2)c2nc(-c3ccccc3)c(C#N)c(=O)n12	-3	-2	0	-3	2	4	-9	-6	3

Among those listed so far, these have a Cl atom:
SMILES	M5 PAM	CHRM4 antagonist	TAAR1 agonist	CHRM4 agonist	CHRM1 antagonist	CHRM5 antagonist	CHRM1 agonist	CHRM5 agonist	CHRM1 PAM
COC(=O)c1ccc(Cl)c(NC(=O)CN2CCOCC2)c1	-3	1	5	1	-14	-1	-2	1	7
CCC/C(=N/NC(=O)c1cccc(Cl)c1)c1ccccc1	-1	-3	-1	1	-5	-2	-9	-2	8
CN(C(=O)COC(=O)c1cccnc1Cl)C1CCCCC1	-3	-1	3	2	-3	-5	-2	6	-1
Cc1nn2cc(-c3ccc(Cl)cc3)cnc2c1Cl	6	-3	1	0	-3	2	-4	0	6
O=C(CC1C(=O)NCCN1Cc1c(F)cccc1Cl)NCCc1ccccn1 (centres undefined)	-1	-3	3	1	-2	5	-10	-3	7
O=C1C=C(NCc2ccc(Cl)c(Cl)c2)C2(CCCCC2)O1	-8	-8	22	10	-22	11	3	-3	-6
COc1cccc(C(O)c2ncc(-c3ccccc3Cl)[nH]2)c1 (centres undefined)	-5	3	3	4	-16	0	-3	0	5
CN(C)/C=N/C(=S)Nc1ccc(Cl)c(Cl)c1	-14	-8	12	9	2	2	1	3	3
O=C(CCCCl)NC1=NN(c2ccccc2)C(=O)C1	5	-12	3	1	-19	-2	-1	-4	5

Screening results deposited in PubChem BioAssay by The Scripps Research Institute Molecular Screening Center.
